Compound activity from PubChem.
GRP78 ERSR act: ER stress response induction in glioma; U87-MG GRP78 promoter luciferase reporter, 16 h; hit rate 0.02% among 420,000; Potency, µM, for inactives: at the top dose activation, usual class: activators; AID 602332; further: potency means the concentration at half of the fitted maximal effect; series mostly up to about 76 µM; % of control where 0% means no effect; nearly all actives have a fitted effect of over 35% in size
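Stably transfected U87-MG glioma cells carrying a GRP78-based luciferase sensor; 16 h compound incubation. Luminescence end-point read 10 min after Bright-Glo addition at room temperature.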
Vif-APOBEC3F blk: blocks the Vif interaction with APOBEC3F | HeLa A3F-eYFP + Vif (tagged APOBEC3F with the HIV-1 protein that degrades it), YFP fluorescence increase | Potency, µM (doses to about 46.1 µM), for the others: top-dose activity, negative = active | hit rate 0.2% among 390,000; further: potency means the concentration at half of the fitted maximal effect; % of control where 0% means no effect; nearly all actives have a fitted effect of over 65% in size
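HeLa cells stably expressing A3F-eYFP plus Vif, plated and incubated overnight at 37 deg C, then exposed to compounds overnight at 37 deg C. Blocked degradation read as raised yellow fluorescence (Ex 488/Em 500-530).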
D1 agonist: agonists of human D1 dopamine receptor; P21728; HEK293 T-REx D1 cells, calcium flux, agonist mode; activation, % at 2 µM; hit rate 1% among 360,000; AID 504660; in the data active means activation above about 30%; further: 0% is about no effect
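Inducible HEK293 T-REx D1 cells, force-coupled to calcium signalling, were plated at 4000 cells/well with tetracycline and held overnight at 30 C. After no-wash calcium dye loading, compound-evoked calcium rise over 180 s flagged agonists.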
Vif-APOBEC3G blk: Vif-A3G binding inhibition; AID 602310; Potency, µM (series often up to 46.1 µM), inactives show at the top dose activity, negative = active, usual class: inhibitors; HeLa A3G-eYFP + Vif (tagged APOBEC3G with the HIV-1 protein that degrades it), YFP fluorescence, overnight; hit rate 0.076% among 410,000; Q9HC16;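 further: potency means the concentration at half of the fitted maximal effect; on the % scale 0 is the no-effect control and ±100 the full control effect; nearly all actives have a fitted effect of over 60% in size; hits raise eYFP signal because A3G escapes Vif-driven loss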
Target sequence (Q9HC16 whole entry, looked up): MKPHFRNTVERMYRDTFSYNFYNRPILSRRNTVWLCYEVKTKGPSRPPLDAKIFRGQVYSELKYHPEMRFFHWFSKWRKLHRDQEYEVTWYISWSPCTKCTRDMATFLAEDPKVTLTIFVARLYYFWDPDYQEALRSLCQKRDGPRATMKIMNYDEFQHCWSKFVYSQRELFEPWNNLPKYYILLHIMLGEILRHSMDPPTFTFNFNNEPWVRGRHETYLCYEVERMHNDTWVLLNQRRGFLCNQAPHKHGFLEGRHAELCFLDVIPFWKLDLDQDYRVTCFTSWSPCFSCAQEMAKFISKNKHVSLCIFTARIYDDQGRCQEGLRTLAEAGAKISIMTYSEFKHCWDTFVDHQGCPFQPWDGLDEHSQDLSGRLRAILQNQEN
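HeLa cells stably expressing Vif and C-terminally eYFP-tagged A3G, seeded overnight at 37 deg C, then exposed to compound by pintool overnight at 37 deg C. Rise in yellow fluorescence (Ex 488/Em 500-530, Acumen) marks blocked Vif-driven A3G degradation.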
D1 antagonist: blocks dopamine activation of the human D1 receptor. activity change, negative = inhibition, % at 10 µM. HEK293 TREx D1 cells, calcium flux, dopamine EC80; stronger effect = lower value. P21728. hit rate 3.2% among 360,000; in the data active means activity change below about -30%; further: on the % scale 0 is the no-effect control and ±100 the full control effect
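Calcium flux readout: force-coupled, inducible Hek293 Trex D1 line, cells induced overnight at 30 C with tetracycline, dye-loaded 30–90 min at RT. Antagonism scored against EC80 dopamine challenge given 180 s after compound.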
D1 PAM: enhances dopamine response at the human D1 receptor. AID 504651. hit rate 0.036% among 360,000. potentiation, % at 10 µM. HEK293 TREx D1 cells, calcium flux, dopamine EC20 potentiation. P21728; in the data active means potentiation above about 30%; further: 0% is about no effect
RXFP1 antag: RXFP1 (human) relaxin receptor antagonism. Q9HBX9. HEK293-RXFP1, relaxin-stimulated cAMP HTRF, 30 min; stronger effect = lower value. activity change, negative = inhibition, % at 57.5 µM. hit rate 0.59% among 350,000. AID 1259400;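 active means activity change of -60% or lower, but not beyond a set lower limit; inconclusive means change between -60% and -40%, or beyond the set limit; inactive means change above -40%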; further: on the % scale 0 is the no-effect control and ±100 the full control effect
RXFP1 agonist: RXFP1 (human) receptor agonism; HEK293T-RXFP1 cAMP TR-FRET, 30 min; response scale: percent of porcine relaxin response, buffer zero; Potency, µM (top dose mostly 57.5 µM), for the others: at the highest dose activation, hits mostly activators; hit rate 0.3% among 370,000; AID 2676; further: potency means the concentration at half of the fitted maximal effect; on the % scale 0 is the no-effect control and ±100 the full control effect; nearly all actives have a fitted effect of over 60% in size; many of its hits are not listed in these tables
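HEK293 cells stably expressing RXFP1, treated 30 min at 37C with compounds plus PDE4 inhibitor Ro 20174; cAMP measured by HTRF TR-FRET. Normalized to buffer and 29 nM porcine relaxin; EC50 by Hill fit.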
D2 PAM: positively modulates the human D2 dopamine receptor allosterically | P14416 | HEK293 T-REx D2, calcium flux, EC20 dopamine potentiation | potentiation, % at 10 µM | hit rate 0.34% among 340,000 | AID 485347;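 active means potentiation over 3 SD above the plate norm, cut at about 30% in these data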; further: 0% is about no effect
Target sequence (P14416 whole entry, looked up): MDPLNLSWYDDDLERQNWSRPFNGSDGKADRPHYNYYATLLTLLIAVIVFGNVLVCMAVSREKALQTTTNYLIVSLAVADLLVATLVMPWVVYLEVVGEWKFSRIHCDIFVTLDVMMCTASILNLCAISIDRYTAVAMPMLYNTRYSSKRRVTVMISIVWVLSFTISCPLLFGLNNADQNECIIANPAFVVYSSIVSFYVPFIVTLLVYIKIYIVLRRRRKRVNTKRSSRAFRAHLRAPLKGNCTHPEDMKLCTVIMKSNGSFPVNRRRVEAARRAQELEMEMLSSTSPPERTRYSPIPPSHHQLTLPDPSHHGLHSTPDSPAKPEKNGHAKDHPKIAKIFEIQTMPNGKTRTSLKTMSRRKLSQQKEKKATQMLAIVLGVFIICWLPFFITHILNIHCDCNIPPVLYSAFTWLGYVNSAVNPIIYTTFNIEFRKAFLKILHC
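Potentiation of an EC20 dopamine calcium response is measured in a force-coupled, tetracycline-inducible Hek293 Trex D2 line. Compound-only kinetic reads over 180 s flag agonists before dopamine addition.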
An asterisk follows results filed as active; ? = inconclusive; . = no result given; & = joins results of further samples. Unless noted, the call rests on the fitted dose curve; in most records, active means well fitted curve in the direction sought with a large enough effect; inconclusive means small, poorly fitted or top-dose-only effect, or another doubt; inactive means no such curve, though single readings can be large; an effect the other way counts as inactive or inconclusive.

canonical_smiles,GRP78 ERSR act,Vif-APOBEC3F blk,D1 agonist,Vif-APOBEC3G blk,D1 antagonist,D1 PAM,RXFP1 antag,RXFP1 agonist,D2 PAM
COc1ccccc1NC(=O)C1CCN(S(=O)(=O)c2ccc3c(c2)oc(=O)n3C)CC1,-3%,-2%,-2,2%,-6,-2,.,-1.1%,-5
CN(CCO)c1ccc(C=NNc2ccc([N+](=O)[O-])cc2S(=O)(=O)Nc2ccccc2C(=O)O)cc1,-1%,?,.,-28%,.,.,10,.,.
C=CCN(c1ccccc1OC)S(=O)(=O)c1cccc(C(=O)OCC(=O)N2CCOCC2)c1,-5%,5%,.,2%,.,.,7,.,.
COC(=O)c1c(NC(=O)C(C)C)sc(C(=O)N2CCOCC2)c1C,-1%,-6%,2,-1%,3,-4,-16,1.4%,-11
Cc1[nH]n(-c2ccc([N+](=O)[O-])cc2)c(=O)c1C=NCCN1CCN(C(=O)c2ccccc2F)CC1,-3%,0%,0,-7%,-4,-2,4,9.6%,-6
COc1ccc(N2CCN(c3ncnc4scc(-c5ccc(F)cc5)c34)CC2)cc1,-2%,2%,4,3%,6,-14,-7,1.1%,-5
O=C(N/N=C\c1c(O)ccc2ccccc12)c1ccc(O)cc1,-1%,-18%,0,?,-26,-3,.,-1.9%,0
O=C(Nc1ccnn1C1CCN(Cc2ccc(CO)o2)CC1)c1ccccc1,-8%,-12%,1,3%,-7,4,4,-2.2%,7
CC1CCN(c2ccc(NC(=S)NC(=O)c3ccc(-c4cccc([N+](=O)[O-])c4)o3)cc2)CC1,-1%,2%,1,6%,6,-11,-11,-0.6%,8
NC(=O)CC[C@H](NC(=O)c1ccc(Cl)cc1)C(=O)NNC(=O)COc1cccc(Br)c1,-3%,3%,.,0%,.,.,2,.,.

Overlap with the part before: 2 entries, then new ones.
canonical_smiles,GRP78 ERSR act,Vif-APOBEC3F blk,D1 agonist,Vif-APOBEC3G blk,D1 antagonist,D1 PAM,RXFP1 antag,RXFP1 agonist,D2 PAM
CC1CCN(c2ccc(NC(=S)NC(=O)c3ccc(-c4cccc([N+](=O)[O-])c4)o3)cc2)CC1,-1%,2%,1,6%,6,-11,-11,-0.6%,8
NC(=O)CC[C@H](NC(=O)c1ccc(Cl)cc1)C(=O)NNC(=O)COc1cccc(Br)c1,-3%,3%,.,0%,.,.,2,.,.
CC(C)NC1=C(Cl)C(=O)c2ccccc2C1=O,0%,9%,3,-3%,-3,-2,13,0.1%,.
CCOC(=O)c1nnc2ccnn2c1N,-3%,1%,2,2%,-29,5,-6,5.8%,-5
CCn1cc(CN2CCC(n3nccc3NC(=O)CCc3ccccc3)CC2)cn1,-5%,-3%,4,2%,24,-5,-8,2.1%,-3
CCOC(=O)O[C@]1(C(=O)COC(=O)CC)CC[C@H]2[C@@H]3CCC4=CC(=O)C=C[C@]4(C)[C@H]3[C@@H](O)C[C@@]21C,1%,-1%,-2,1%,-30,-5,.,0.1%,4
CCOC(=O)c1c(C)[nH]c(C(=O)Cn2c(=O)oc3ccccc32)c1C,-3%,-8%,2,0%,6,-1,-5,0.0%,-10
Cc1c(Cl)cccc1NC(=O)CC(NCCN1CCOCC1)C(=O)O (centres undefined),-4%,2%,.,3%,.,.,9,.,.
CC(=O)c1ccc(N2CCN(S(=O)(=O)c3ccc4[nH]c5c(c4c3)CCCC5)CC2)cc1,-3%,-2%,-1,-1%,-26,0,-7,1.3%,-4
CC(C)C(NS(=O)(=O)c1cccs1)C(=O)NCc1ccccc1Cl (centres undefined),2%,5%,0,-2%,6,-2,11,1.1%,-11
CCCN1CCN(C(=O)C2CCN(S(=O)(=O)c3ccc4c(c3)oc(=O)n4C)CC2)CC1,-3%,-3%,1,1%,14,.,.,0.0%,.
O=C(O)COc1ccc(Cl)cc1CO,-1%,-6%,3,3%,-8,1,-1,3.3%,-5

7 of the entries above in order of their number in D1 antagonist, ascending.
SMILES,GRP78 ERSR act,Vif-APOBEC3F blk,D1 agonist,D1 antagonist,D1 PAM,RXFP1 antag,D2 PAM
CCOC(=O)O[C@]1(C(=O)COC(=O)CC)CC[C@H]2[C@@H]3CCC4=CC(=O)C=C[C@]4(C)[C@H]3[C@@H](O)C[C@@]21C,1%,-1%,-2,-30,-5,.,4
CC(=O)c1ccc(N2CCN(S(=O)(=O)c3ccc4[nH]c5c(c4c3)CCCC5)CC2)cc1,-3%,-2%,-1,-26,0,-7,-4
O=C(Nc1ccnn1C1CCN(Cc2ccc(CO)o2)CC1)c1ccccc1,-8%,-12%,1,-7,4,4,7
COc1ccccc1NC(=O)C1CCN(S(=O)(=O)c2ccc3c(c2)oc(=O)n3C)CC1,-3%,-2%,-2,-6,-2,.,-5
COC(=O)c1c(NC(=O)C(C)C)sc(C(=O)N2CCOCC2)c1C,-1%,-6%,2,3,-4,-16,-11
CCOC(=O)c1c(C)[nH]c(C(=O)Cn2c(=O)oc3ccccc32)c1C,-3%,-8%,2,6,-1,-5,-10
CCn1cc(CN2CCC(n3nccc3NC(=O)CCc3ccccc3)CC2)cn1,-5%,-3%,4,24,-5,-8,-3

Additional structures:
canonical_smiles,GRP78 ERSR act,Vif-APOBEC3F blk,D1 agonist,Vif-APOBEC3G blk,D1 antagonist,D1 PAM,RXFP1 antag,RXFP1 agonist,D2 PAM
Cn1nc(C(=O)N2CCN(c3ccc(Cl)cc3)CC2)c2c1-c1ccccc1SC2,-3%,-4%,2,4%,11,-2,4,-4.8%,.
COc1ccc(-c2nc(CSCC(=O)NCCCN3CCCC3=O)c(C)o2)cc1OC,12%,3%,2,2%,-6,3,27,4.4%,9
CCN(CC)CCNc1nc(-c2ccccc2)c2c(c1C#N)CC(C)(C)OC2,0%,-6%,5,3%,-6,-6,-4,2.1%,14
O=C(N/N=C/c1cccn1-c1ccc(O)cc1)c1cccc2ccccc12,-13%,-15%,4,-11%,-9,-3,9,2.6%,-2
CC1=C(C(=O)Nc2ccc(C)cc2C)C(c2ccc(Br)cc2)n2ncc(C(=O)Nc3cccc(C)c3)c2N1 (centres undefined),-5%,-5%,7,-1%,11,-8,-10,1.7%,.
CC(=O)Nc1ccc(NC(=O)C/C(C)=N/NC(=O)COc2cc(C)c(Br)cc2Br)cc1,-7%,-6%,-2,-8%,-1,1,-2,-0.5%,-33
CSC1=NCCN1S(=O)(=O)c1ccc(F)cc1,-2%,-1%,2,0%,8,-3,4,-0.5%,-16
CCOc1ccc(CC(=O)NCCc2cnc[nH]2)cc1,2%,-3%,2,2%,2,7,5,1.4%,-8
COc1ccc(C)cc1NC(=O)NCc1ccccn1,-1%,0%,0,3%,0,-3,0,2.7%,3
O=C(NC1CCCCC1)C1CCN(S(=O)(=O)c2cccc3nonc23)CC1,-5%,-7%,-2,0%,25,5,-9,-0.1%,-3

(further entries)
canonical_smiles,GRP78 ERSR act,Vif-APOBEC3F blk,D1 agonist,Vif-APOBEC3G blk,D1 antagonist,D1 PAM,RXFP1 antag,RXFP1 agonist,D2 PAM
Cc1ccc(Oc2ccc(N)cc2)cc1,2%,-8%,4,1%,-11,4,9,-0.3%,5
COc1ccc(-c2noc(-c3ccccc3OCC(=O)Nc3ccc(C(C)=O)cc3)n2)cc1,4%,-1%,-1,0%,5,-1,.,0.5%,-5
CCC1(CC)C(=O)C(C)(C)C(=O)OC1c1ccccn1 (centres undefined),-1%,-3%,0,-5%,9,8,-6,-1.1%,-1
O=C(O)c1cccc(S(=O)(=O)N2Cc3ccccc3C2)c1,-2%,1%,-1,-14%,9,-5,-4,0.4%,-1
O=C1C(c2c(O)[nH]c3ccccc23)=Nc2ccccc21,1%&0%&1%&0%,-10%,0,1%,10,-2,.,-3.7%,5
CN1C(C(=O)NCc2ccco2)CC2Cn3c(nc4ccccc43)C21 (centres undefined),-2%,-2%,3,-3%,-3,-4,.,0.0%,-13
Cc1cc2c(C)nc3ccccc3c2o1,-5%,-5%,1,-4%,-14,-8,1,1.4%,2
CCOc1nc(Nc2ccc(OC)cc2)nc(OCC)n1,3%,9%,0,2%,2,-4,4,-1.3%,3
Cc1ccc(C(=O)NNC(=O)c2cc3cc4ccccc4nc3s2)cc1,-2%,-8%,1,-6%,10,-5,?,1.9%,8
CN1CCN(C(=O)C(=O)c2cn(CC(=O)N3CCCC3)c3ccccc23)CC1,0%,-7%,-1,0%,5,-5,2,-0.7%,5

Later entries:
canonical_smiles,GRP78 ERSR act,Vif-APOBEC3F blk,D1 agonist,Vif-APOBEC3G blk,D1 antagonist,D1 PAM,RXFP1 antag,RXFP1 agonist,D2 PAM
COc1ccc(N2CCN(C(=O)c3cccc(NC(=O)c4ccco4)c3)CC2)cc1,-3%,1%,0,2%,-5,-1,-15,26%,3
CCOC(=O)c1c(-c2ccccc2)nc2ccccn12,-3%,10%,2,-1%,3,0,-3,-0.6%,-7
CCN(C(=O)Cn1ncc2c(=O)oc3ccccc3c21)c1ccccc1F,0%,0%,-2,4%,-14,6,.,1.5%,3
Cc1ccc(C(=O)N/N=C/c2cccc3ccccc23)cn1,10%,4%,.,0%,.,.,-7,.,.
CC1CCN(S(=O)(=O)c2ccc(NC(=O)CN3CCN(C)CC3)cc2)CC1,-3%,0%,0,-6%,4,2,11,0.2%,8
COc1cc2c(cc1NC(=O)c1cccnc1)oc1ccccc12,4%,0%,-1,-2%,7,6,4,1.4%,26
CCCn1nnc(NC(=O)c2ccc(-c3cccc(Cl)c3)o2)n1,-3%,-3%,0,-11%,-17,-6,1,3.3%,-10
CCOc1ccc(NS(=O)(=O)c2ccc(C(=O)N3CCC3)cc2)cc1,1%,0%,.,-1%,.,.,4,.,.
O=C(CN1C(=O)c2ccccc2S1(=O)=O)N1CCOCC1,9%,0%,2,6%,-34*,1,0,3.0%,9
COC(=O)C(=Cc1ccncc1)c1cccc2ccccc12,-4%,0%,.,-20%,.,.,1,.,.

This is a subset; the hit share may differ from the screen's.
